Tn7 DDE FP: inhibitors of Tn7 peptide binding to human fibrin DD(E) | P02675 | FP displacement of FITC-Tn7 peptide from fibrin DD(E); 0% = median of compound wells per plate | inhibition, % at 8.3 µM | hit rate 0.13% among 370,000;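 active = inhibition above the mean of compounds falling within the control limits plus 3 SD of them, cut at about 14% in these data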;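 note: 0% = plate median of compound wells and 100% = 10 µM Aha-Tn7 peptide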
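Test system: human clot-derived fibrin DD(E) complex / Quantity: 2 µM final DD(E) protein / Incubation: 10 min plus 3 h, room temperature / Measured by: fluorescence polarization / Benchmarks: high control of 10 µM Aha-Tn7 peptide / Replicates: singlicate testing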
KLK7 zymogen act: proKLK7 (human) activation, primary screen. AID 652039. activation, % at 7 µM. hit rate 0.9% among 370,000. purified proKLK7, EDANS-DABCYL substrate fluorescence; 100% is mature enzyme control, 0% vehicle;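 active = activation above the mean of all tested compounds plus 3 SD, computed per campaign excluding outliers beyond control limits, cut at about 13% in these data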
Target sequence (P49862 whole entry, looked up): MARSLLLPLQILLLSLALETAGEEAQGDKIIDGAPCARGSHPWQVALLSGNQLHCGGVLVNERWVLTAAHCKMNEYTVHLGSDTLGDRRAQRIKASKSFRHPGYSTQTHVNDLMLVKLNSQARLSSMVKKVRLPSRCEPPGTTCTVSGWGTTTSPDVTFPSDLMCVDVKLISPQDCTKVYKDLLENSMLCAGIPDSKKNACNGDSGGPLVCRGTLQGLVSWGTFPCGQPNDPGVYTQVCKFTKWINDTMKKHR
Tn6 DDE FP: DD(E)-Tn6 binding inhibition, primary FP screen | inhibition, % at 8.3 µM | hit rate 0.21% among 370,000 | P02675 | Fibrin DD(E) TRITC-Tn6 fluorescence polarization displacement | AID 720509;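 active = inhibition above a per-campaign cutoff: mean of compounds within control limits plus 3 SD, cut at about 15% in these data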;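 note: 0% = median of all compound wells on the plate and 100% = blocking peptide control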
PLCg1 inh: blocks human PLC-gamma1 enzyme activity | hit rate 0.84% among 370,000 | P19174 | inhibition, % at 12.2 µM | purified PLC-gamma1, fluorogenic substrate, fluorescence; in the data active = inhibition above about 9.5%
sPLA2-III inh: Inhibits HGIII-sPLA2 liposome hydrolysis, primary screen; Q9NZ20; QFRET BODIPY PC-A2 liposome hydrolysis, fluorescence; inhibition, % at 12.2 µM; hit rate 0.56% among 370,000; AID 743126;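 active = inhibition above mean plus 3 SD of compounds lying within the high and low control bounds, cut at about 19% in these data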;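 note: 0% = median of test compound wells and 100% = no enzyme DMSO wells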
UHRF1 MBD2 ctr: UHRF1 methyl-DNA binding inhibition; UHRF1 binding to methylated oligo, TR-FRET; inhibition, % at 4.4 µM; hit rate 0.75% among 370,000; in the data active = inhibition above about 21%;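 note: UHRF1 SRA domain binding a hemimethylated CpG hairpin DNA probe; 0% = median of test compound wells and 100% = reference inhibitor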
ARFGAP1 inh: inhibits rat ARF GTPase activating protein 1 | Arfgap1-stimulated ARF1 GTP hydrolysis, GDP FP detection | inhibition, % at 16.5 µM | hit rate 0.26% among 360,000;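 active = inhibition above a per-plate limit, mean inhibition of low control wells plus 3 SD, cut at about 25% in these data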;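 note: 0% = DMSO wells with enzyme and 100% = wells lacking Arfgap1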
Target sequence (Q62848 1-136 limits assumed): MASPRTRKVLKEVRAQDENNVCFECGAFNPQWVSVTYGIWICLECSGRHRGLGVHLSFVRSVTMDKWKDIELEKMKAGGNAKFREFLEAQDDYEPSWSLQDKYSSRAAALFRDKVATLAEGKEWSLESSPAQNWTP
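material = rat Arfgap1 catalytic domain, aa 1-136 | also added = human ARF1(Δ1-17)-GTP substrate | compound dosing = one concentration, 16.5 µM, DMSO 1.26% | times = GTP hydrolysis reaction 2 h at 25 °C | measured by = FP, GDP Alexa 633 tracer displaced from anti-GDP antibody, 620/688 nm | evaluation = percent inhibition of Arfgap1-stimulated GTP hydrolysis | replication = single well per compound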
NR1D1 modulator: modulators of human Rev-erb alpha DNA binding; P20393; Rev-erbα–FITC-DNA binding, fluorescence polarization, 90 min; activity, % at 10 µM; hit rate 0.79% among 370,000;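 active = activity above about 14%, limit read from the data; passing the limit was not always enough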;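 note: 0% = DMSO wells with 35 nM protein and 100% = DMSO wells with 750 nM protein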
Target sequence (P20393 whole entry, looked up): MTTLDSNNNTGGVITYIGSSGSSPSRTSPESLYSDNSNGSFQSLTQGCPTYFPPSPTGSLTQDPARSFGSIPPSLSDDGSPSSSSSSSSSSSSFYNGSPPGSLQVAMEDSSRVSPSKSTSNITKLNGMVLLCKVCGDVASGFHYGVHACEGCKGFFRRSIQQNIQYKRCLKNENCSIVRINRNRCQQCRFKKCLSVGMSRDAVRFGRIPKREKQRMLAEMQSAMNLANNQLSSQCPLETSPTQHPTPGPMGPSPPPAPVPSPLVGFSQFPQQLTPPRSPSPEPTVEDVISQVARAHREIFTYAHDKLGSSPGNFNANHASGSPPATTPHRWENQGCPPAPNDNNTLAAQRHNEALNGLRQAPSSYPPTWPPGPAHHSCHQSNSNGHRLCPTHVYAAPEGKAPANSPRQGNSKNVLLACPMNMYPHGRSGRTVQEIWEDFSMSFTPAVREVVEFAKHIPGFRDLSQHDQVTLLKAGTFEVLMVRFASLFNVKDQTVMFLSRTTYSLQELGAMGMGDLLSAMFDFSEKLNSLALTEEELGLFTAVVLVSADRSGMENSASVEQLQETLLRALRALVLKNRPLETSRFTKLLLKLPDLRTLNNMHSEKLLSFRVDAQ
PLC-beta3 inh: PLC-beta3 (human) inhibition, primary screen; Q01970; Purified PLC-beta3, fluorogenic substrate, fluorescence; inhibition, % at 12.2 µM; hit rate 0.18% among 370,000; in the data active = inhibition above about 11%;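 note: 0% = median of compound wells on plate and 100% = full blocker control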
ASAP1 GAP inh: blocks human ASAP1-stimulated Arf1 GTP hydrolysis; hit rate 0.19% among 360,000; GDP FP detection; inhibition, % at 16.5 µM; Q9ULH1; in the data active = inhibition above about 25%;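 note: 0% = vehicle with enzyme and substrate and 100% = no enzyme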
* marks the source's active call; other numbers are inactive results; i = inactive; nt = not tested or not shown.

Tn7 DDE FP	KLK7 zymogen act	Tn6 DDE FP	PLCg1 inh	sPLA2-III inh	UHRF1 MBD2 ctr	ARFGAP1 inh	NR1D1 modulator	PLC-beta3 inh	ASAP1 GAP inh	SMILES
-3	-0.6	1	-158	-1	-2	-8	4	-202	3	Cn1c(C=O)c(C#Cc2ccccc2)c2ccccc21
-9	-0.1	-1	11*	-1	4	-4	-5	4	0	CCOc1ccccc1OCC(=O)NC1CCCCC1
4	0.0	3	1	5	0	4	6	2	-9	COc1ccccc1N1CC(C)C(=O)NC1=S (stereo unspecified)
0	0.4	7	-2	-3	-2	-10	0	-5	-4	Cc1ccc(C)c(S(=O)(=O)NC(C)C(=O)NCc2ccccn2)c1 (stereo unspecified)
1	-0.5	8	1	12	-1	0	-4	-6	2	CN(CC(=O)Nc1ccccc1C(=O)NC1CC1)Cc1ccco1
-8	0.1	5	6	0	-1	21	-8	-4	8	CCOC(=O)C1CN(S(=O)(=O)c2ccc(OC)cc2)c2cc(Cl)ccc2O1 (stereo unspecified)
1	4.4	-6	-285	-1	-3	12	-1	-363	1	C=CCn1c2ccccc2n2nc(C)c(=O)nc12
-8	0.6	-2	0	9	-2	-4	4	-8	12	O=C(NNc1cc(Cl)cc(Cl)c1)c1cccs1
-3	0.0	0	-2	-17	-2	-1	-1	4	-7	CCN(CC)C(=O)c1[nH]cnc1C(=O)N[C@@H](CC(C)C)C(=O)OCc1ccccc1
4	-0.3	-8	0	13	8	23	5	-12	-3	CCOc1ccc(OCC(=O)Nc2ccc(N3CCCCC3)cc2)cc1
-6	-0.5	-6	1	1	-1	9	3	0	7	CC(=O)CSc1nnc(-c2cnccn2)n1-c1ccccc1
3	11	5	-8	-1	-6	-1	3	-8	7	COc1ccccc1N(O)C1CC(=O)N(c2ccc(Br)cc2)C1=O (stereo unspecified)
-4	-1.0	-5	4	-1	-1	12	7	2	3	N#CCCCSc1nnc(-c2ccc(Cl)cc2)n1-c1ccccc1
-3	-0.1	-12	4	5	19	nt	0	1	nt	COC(=O)[C@H](C(C)C)N(Cc1cn(CC2CCCCC2)nn1)S(=O)(=O)c1ccc(F)cc1Br
0	0.3	3	-1	-3	-2	7	3	-5	-3	Cc1cc(Br)c(NC(=O)COn2nnc3ccc(S(C)(=O)=O)cc32)c(Br)c1
2	-0.6	-3	-2	1	0	2	2	-2	11	CO/N=C/C(=N\Nc1cc(OC)cc(OC)c1)C(=O)c1ccccc1
1	-0.2	4	7	3	4	3	1	-3	-2	CCc1nnc(N/N=C/c2cc(C)c(C)cc2C)n1N
-1	0.2	-4	1	1	-1	-9	-3	-1	11	COc1cc(OC)cc(C(=O)N2CCC(C(=O)NCCc3ccccc3)CC2)c1
1	0.0	4	-1	7	-10	-2	-1	2	-6	O=C(Cc1cccc2c(=O)cc(-c3ccccc3)oc12)OCCN1CCOCC1
0	-0.5	-6	1	-3	-1	-4	3	2	-7	CC(=O)c1ccc(S(=O)(=O)NCCCC(=O)NCCc2ccccn2)cc1
-5	0.1	6	1	1	-1	3	-1	5	-9	O=C(CN1CCN(Cc2ccc3c(c2)OCO3)CC1)Nc1ccc(N2CCOCC2)cc1
-3	0.3	2	-2	-4	0	12	1	-5	3	O=[N+]([O-])c1ccc(Oc2ccc(-c3nnco3)cc2)c(Cl)c1
-2	0.0	-1	1	-1	-3	0	0	2	1	CN(C(=O)CCN1C(=O)c2ccccc2C1=O)C1CCCCC1
2	-0.4	6	1	4	0	-11	0	-1	-1	CCOCc1nnc(NC(=O)c2cccc(OC)c2)s1
-3	0.3	4	-3	1	-1	2	0	-4	8	Cc1nnc(SCC(=O)Nc2ccccc2)c2ccccc12
0	-0.3	0	1	-15	0	1	2	-3	-9	COc1ccc(-n2nc3c(c2NC(=O)c2ccc(N4C(=O)CCC4=O)cc2)CSC3)cc1
4	-0.8	3	0	0	3	-13	0	0	6	O=C(NCc1ccccc1)C(Cc1ccccc1)N1C(=O)C2C3CCC(C3)C2C1=O (stereo unspecified)
-1	-0.1	-1	-2	4	5	2	3	-8	8	Cc1nc(-n2nnc(CO)c2CO)nc2c1CCC2
-8	-0.6	-2	2	3	12	8	-3	1	10	CC(C)(C)N(NC(=O)OCc1ccccc1)C(=O)c1ccccc1Cl
-1	0.5	-5	4	-9	2	-5	3	-3	3	CS(=O)(=O)c1ccccc1C(=O)N(CCc1ccccc1)Cc1ccccc1
-1	-0.2	0	3	3	0	-6	-6	4	-15	CC1(C)CC(=O)c2c(O)cc(OCC(=O)Nc3ccc(CCO)cc3)cc2O1
-4	0.2	3	-3	-10	-1	-5	1	-7	-6	CSc1ccccc1OCc1cc(C(=O)N(C)C(C)c2ccccn2)no1 (stereo unspecified)
3	0.6	-2	0	5	6	2	4	1	7	CCN1C[C@@H]2[C@@H]3C(=O)N(Cc4ccccc4)C(=O)[C@@H]3[C@](CC)(C1=O)N2C(=O)c1ccc(Cl)cc1
1	0.8	-3	2	-6	1	11	1	-2	-9	O=C(NC1CCCCC1)C1CCN(C(=O)c2ccc(-c3ccccc3)cc2)CC1
6	-19	4	i	-13	-5	-6	-1	i	-6	CCCCCOC(=O)c1c(N)n(CCOC)c2nc3ccccc3nc12
-5	0.1	2	0	-3	0	4	-5	-1	-3	COc1ccc(OCCCC(=O)Nc2nccs2)cc1
1	-0.6	-7	1	-40	0	2	3	-9	13	O=C(/C=C/c1ccc(OC(F)F)cc1)Nc1cccc(S(=O)(=O)NC2=NCCCCC2)c1
-2	0.0	4	4	10	-1	4	-3	5	9	CCN(C(=S)Nc1ccccc1F)C1CCCCC1
-3	0.6	-2	-1	5	2	4	-1	-2	7	CCC(C)Sc1nc2c(c(=O)[nH]c(=O)n2C)n1C (stereo unspecified)
-2	0.5	0	3	-1	-7	18	5	-1	-2	CC(C)Oc1ccc(C2C(C(=O)c3ccco3)=C(O)C(=O)N2Cc2cccnc2)cc1 (stereo unspecified)
-2	0.1	2	0	-7	0	-13	-3	2	-3	CCCCCCN1C[C@H](O)[C@@H](n2cc(COC(=O)c3ccccc3)nn2)C[C@@H]1c1ccccc1
-3	0.1	-7	5	4	4	1	10	3	12	C=CCn1c(CCNC(=O)c2ccccc2F)nnc1SCC(=O)Nc1ccc(OC)cc1
-1	-0.2	11	3	-49	2	5	6	2	6	CC(=O)Nc1ccccc1N(CC(O)Cn1c2ccccc2c2ccccc21)S(=O)(=O)c1ccc(C)cc1 (stereo unspecified)
-11	0.4	5	2	2	0	12	5	-5	5	COc1ccc(CCNC(=O)CCn2c(=O)c3cccn3c3cccnc32)cc1OC
0	0.1	-5	5	16	5	18	-7	-9	-2	Nc1nonc1-n1nnc(C(=O)N/N=C/c2ccccc2Br)c1CN1CCCC1
-2	-0.2	0	-12	20*	-1	14	1	-23	0	CCc1cccc(CC)c1NC(=S)NCc1ccc2[nH]c(C)cc2c1
2	0.1	3	5	7	2	2	-2	-3	0	Cc1ccc(NC(=O)Cn2nnc3ccccc32)c(C)c1
4	0.5	-5	1	-3	-1	2	2	1	14	O=C(N/N=C\c1cccc(Cl)c1)c1ccc(Cn2cc(Br)c([N+](=O)[O-])n2)o1

PLCg1 inh: what is marked active above
Tn7 DDE FP	KLK7 zymogen act	Tn6 DDE FP	PLCg1 inh	sPLA2-III inh	UHRF1 MBD2 ctr	ARFGAP1 inh	NR1D1 modulator	PLC-beta3 inh	ASAP1 GAP inh	SMILES
-9	-0.1	-1	11*	-1	4	-4	-5	4	0	CCOc1ccccc1OCC(=O)NC1CCCCC1

Additional structures
Tn7 DDE FP	KLK7 zymogen act	Tn6 DDE FP	PLCg1 inh	sPLA2-III inh	UHRF1 MBD2 ctr	ARFGAP1 inh	NR1D1 modulator	PLC-beta3 inh	ASAP1 GAP inh	SMILES
8	1.4	1	-49	-2	0	-3	2	-62	11	C=CCN1C=C2C(=O)C(C)(OC(=O)CC)C(=O)C=C2C=C1CCCC (stereo unspecified)
-2	0.1	-1	3	21*	9	13	1	-1	3	CCn1c(C2CCN(S(=O)(=O)c3ccc(OC)cc3)CC2)n[nH]c1=S
-4	0.2	7	4	-2	1	0	nt	2	6	O=c1c(=NNc2ccccc2Cl)c(=O)c2ccccc12
-7	-0.2	5	-3	-16	2	7	-3	-3	-4	CN(C)S(=O)(=O)c1cc(C(=O)NCCCn2ccc3ccccc32)ccc1Cl
-10	0.5	4	6	11	2	1	10	5	3	OC[C@@H]1CN(Cc2cccnc2)C[C@H](n2cnc3c(N4CCN(c5ccccc5)CC4)ncnc32)O1
-7	-0.5	9	0	2	-2	15	4	1	5	CCCCCC(=O)OCCc1c(C)nc2nc[nH]n2c1=O
7	0.0	5	-5	2	1	-7	-3	-76	-16	NC1CCN(c2c(F)cc3c(=O)c(C(=O)O)cn(C4CC4)c3c2Cl)C1 (stereo unspecified)
-6	-1.0	-10	1	1	2	6	2	-10	-3	CCc1ccc(/C=N/NC(=O)c2nnn(-c3nonc3N)c2CN2CCc3ccccc32)cc1
4	0.2	5	-2	-5	0	-2	-4	1	-16	CCCCCCn1c(=O)c(F)cn(Cc2ccc(OC)c([N+](=O)[O-])c2)c1=O
2	0.3	-2	6	-2	0	9	-3	3	-2	CCCCSC1=N/C(=C/c2ccsc2)C(=O)N1c1ccccc1
0	-0.3	-5	5	-2	0	-2	1	-1	5	Cc1cc(C)c(C(=O)COC(=O)CN2C(=O)NC3(CCCC3)C2=O)cc1C
-8	-0.9	2	2	0	-1	-2	-3	3	-18	O=C(CSc1ccc(Br)cc1)NC1CCCCCC1
-1	-0.2	-4	1	-6	-1	6	7	-4	-3	COc1cc(N/N=C(\C)c2ccc(N)cc2)nc(-c2ccccc2)n1
1	-4.2	-8	-2	-12	2	-8	3	-2	-3	CCc1ccc2[nH]cc(S(=O)(=O)c3ccc(C)c(C)c3)c(=O)c2c1
-5	0.4	-3	-1	6	0	-3	11	2	-5	COCCNC(=O)C1(C)CCCN(C(=O)c2ccc(F)cc2Cl)C1 (stereo unspecified)
-5	-0.9	-7	-5	-16	0	13	5	-13	3	CCOC(=O)Nc1nc(-c2ccccc2)c(C(=O)c2ccc(Cl)cc2)s1
-3	-0.1	0	-2	7	1	-17	4	-6	-2	COc1ccccc1S(=O)Cc1ccc(C(=O)NC2CCCC2)o1 (stereo unspecified)
2	0.0	2	0	-5	0	-14	0	0	-8	CC(NC(=O)c1cccs1)C(c1cccs1)N1CCN(c2ccccc2)CC1 (stereo unspecified)
2	0.9	-7	1	-1	-2	9	-2	-3	2	Cc1ccc(-c2csc3ncnc(NCCC(=O)O)c23)cc1

Another view of part of the listing above:
smiles,Tn7 DDE FP,KLK7 zymogen act,Tn6 DDE FP,PLCg1 inh,sPLA2-III inh,UHRF1 MBD2 ctr,ARFGAP1 inh,NR1D1 modulator,PLC-beta3 inh,ASAP1 GAP inh
COc1cc(N/N=C(\C)c2ccc(N)cc2)nc(-c2ccccc2)n1,-1,-0.2,-4,1,-6,-1,6,7,-4,-3
CCc1ccc2[nH]cc(S(=O)(=O)c3ccc(C)c(C)c3)c(=O)c2c1,1,-4.2,-8,-2,-12,2,-8,3,-2,-3

From PubChem

Outcome played no part in choosing rows. About 4.5% of those tested had a hit in this group.
